# Compound activity (PubChem)
# RAD52 inh = RAD52 (human) annealing inhibition. actives 0.46% (n = 360,000). inhibition, % at 18.7 µM. P43351. recombinant RAD52 DNA annealing, FRET fluorescence;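 active = every replicate showing at least 50% inhibition; inconclusive = mean inhibition at least 50% but not in every replicate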
# XiGFP reactiv = activators of X-chromosome reactivation in mouse fibroblasts. XiGFP mouse fibroblasts, % GFP-positive cells imaging, 3 d; cells co-treated with 5-aza-dC sensitizer; scaled so ellipticine positive control = 100%. activation, % at 7.58 µM. actives 0.055% (n = 360,000);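 active = mean normalized replicate activation at least 10% and every replicate at or above 10%; inconclusive = only one of the two criteria met; inactive = mean below 10% and not all replicates reach 10%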;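 also: 0% = median of on-plate neutral control wells and 100% = ellipticine 6 µM median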
#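 Assay system – SV40-immortalized XiGFP fibroblast cells, line 68-5-11 · Buffer or medium – DMEM supplemented with 5-aza-dC as sensitizing agent · Dosing – one concentration, pinned · Benchmarks – positive control ellipticine, 6 µM final · Times – 3 days compound exposure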
# F508del corr = CFTR F508del correction in bronchial cells; actives 0.36% (n = 350,000); CFBE cells, YFP halide quenching; stimulated with forskolin plus potentiator P3; % fluorescence drop versus neutral controls; activity (quench increase), % at 7.58 µM;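 active = mean added fluorescence quench of at least 8% versus neutral control, with both replicates also reaching 8%; inconclusive = only one of the mean or replicate conditions met; inactive = mean below 8% and not both replicates reaching 8%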;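 also: cells transiently co-express mutant CFTR-F508del with the halide-sensitive YFP; corrector assay measuring rescue of mutant channel to the surface after 24 h compound exposure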
# INS-1E GSIS act = GLuc luminescence reporter in INS-1E cells, primary screen for activators of glucose-dependent secretion of insulin; AID 743287; INS-1E GLuc reporter insulin secretion, 2-3 h; actives 0.61% (n = 370,000); activation, % at 16.6 µM;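 active = lowest replicate activation of at least 40%, so every replicate reaches that level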;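 also: 0% = median of neutral control wells and 100% = median of IBMX positive control wells; some compounds called inactive have numbers as strong as hits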
# RAD54 branch = inhibitors of human RAD54 branch migration | RAD54 Holliday junction branch migration, FAM/BHQ fluorescence | inhibition, % at 10.4 µM | actives 0.14% (n = 360,000) | AID 602329;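 active = mean normalized replicate activity at least 40 and at least half of replicates scoring 40 or more; inconclusive = only one of the two criteria met; inactive = mean below 40 and under half of replicates reaching 40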;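 also: 0% = median of neutral control wells and 100% = median of positive control wells; inhibitors cause a drop in the FAM fluorescence signal; in these data hits start at about 50%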
# esBAF inh = blocks esBAF chromatin remodeling in mouse ES cells; Bmi1-luciferase knock-in reporter, 24 h; 100% = twice the neutral-well signal; reporter increase, % at 12.5 µM; actives 2% (n = 350,000); AID 602393; in the data active = activation above about 40%; inconclusive = no clear call, values can overlap the other calls;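 also: 0% = median of the plate's neutral control wells and 100% = double that signal; a rise in the Bmi1 reporter signal indicates esBAF inhibition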
# ERAP1 inh = inhibitors of human ERAP1 aminopeptidase. recombinant ERAP1, Leu-AMC fluorescence, 60 min. inhibition, % at 10.7 µM. actives 0.15% (n = 340,000). AID 652197;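 active = mean replicate inhibition of at least 30%, or all replicates individually reaching that 30% level; inactive = mean below 30% and not every replicate reaching it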;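 also: 0% = neutral control wells and 100% = L-leucinethiol positive control wells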
# Target sequence (Q9NZ08 whole entry, looked up): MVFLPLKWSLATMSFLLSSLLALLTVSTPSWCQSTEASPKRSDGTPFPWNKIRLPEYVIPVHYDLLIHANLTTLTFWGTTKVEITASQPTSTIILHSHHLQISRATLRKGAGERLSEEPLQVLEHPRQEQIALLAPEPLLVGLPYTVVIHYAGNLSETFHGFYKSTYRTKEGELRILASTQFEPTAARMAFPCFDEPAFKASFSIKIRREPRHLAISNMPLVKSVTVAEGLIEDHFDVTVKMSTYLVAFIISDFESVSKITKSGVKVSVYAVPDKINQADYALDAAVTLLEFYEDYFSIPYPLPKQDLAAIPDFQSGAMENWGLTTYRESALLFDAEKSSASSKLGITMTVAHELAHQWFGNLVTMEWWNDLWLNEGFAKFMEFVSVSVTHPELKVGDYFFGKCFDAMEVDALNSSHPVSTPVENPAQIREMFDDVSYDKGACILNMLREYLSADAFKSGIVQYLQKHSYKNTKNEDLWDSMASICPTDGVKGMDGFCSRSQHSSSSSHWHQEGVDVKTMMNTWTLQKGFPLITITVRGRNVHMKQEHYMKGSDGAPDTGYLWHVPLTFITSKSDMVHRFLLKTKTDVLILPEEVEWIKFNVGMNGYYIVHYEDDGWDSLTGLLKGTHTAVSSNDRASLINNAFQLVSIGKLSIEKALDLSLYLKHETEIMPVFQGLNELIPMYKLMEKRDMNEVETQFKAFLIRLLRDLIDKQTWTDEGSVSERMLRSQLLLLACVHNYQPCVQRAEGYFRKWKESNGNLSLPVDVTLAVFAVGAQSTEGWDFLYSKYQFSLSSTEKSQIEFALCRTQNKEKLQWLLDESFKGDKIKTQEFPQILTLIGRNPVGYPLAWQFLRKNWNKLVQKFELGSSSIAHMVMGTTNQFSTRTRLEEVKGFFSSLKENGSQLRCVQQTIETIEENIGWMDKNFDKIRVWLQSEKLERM
# ARNT-TACC3 inh = disruptors of human ARNT/TACC3 interaction; Q9Y6A5; inhibition, % at 9.99 µM; actives 0.66% (n = 390,000); AlphaScreen His-ARNT PAS-B/GST-TACC3 binding, luminescence; TACC3 fragment carries E629A point mutation;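 active = mean inhibition of replicates at least 50% and at least half of replicates each reaching 50%; inconclusive = half or more replicates reach 50% but mean below 50%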;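 also: 0% = complete ARNT plus TACC3 wells and 100% = ARNT alone without TACC3; many hits fall short of the cut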
# Numbers without * were called inactive; ? = inconclusive; . = no result given; & = joins results of further samples.
no. | smiles | RAD52 inh | XiGFP reactiv | F508del corr | INS-1E GSIS act | RAD54 branch | esBAF inh | ERAP1 inh | ARNT-TACC3 inh
1 | CCCCCCCCN1C(=O)[C@H](CC(=O)NCCc2ccccc2OC)C[C@@]2(C(=O)OCC)CCCC=C12 | -13 | 0.0 | -1.9 | 5 | . | . | . | .
2 | CCOC(=O)c1c(CSc2cccs2)n(C)c2cc(Br)c(O)c(CN(C)C)c12 | 5 | 0.0 | -4.1 | -41 | 4 | 1 | 6 | 4
3 | CCOc1ccccc1N1CCN(Cc2ccco2)CC1 | -10 | . | -1.6 | -1 | 7 | -7 | 6 | -12
4 | Cc1ccc(N2C(=O)c3ccccc3C2=O)cc1 | 5 | 0.2 | -0.4 | -2 | 4 | . | 2 | -6
5 | CCCNC(=O)C[C@@H]1CC[C@H]2[C@@H](COc3ccc(NC(=O)Nc4c(C)noc4C)cc3C(=O)N2C)O1 | 3 | 0.3 | -1.1 | -3 | -18 | 0 | 2 | -5
6 | CCO[C@@H]1OC(C(=O)NCc2nc3ccccc3[nH]2)=C[C@H](c2csc3ccccc23)[C@H]1CCCO | 8 | -0.1 | 6.3 | -7 | 2 | 7 | -2 | -5
7 | O=c1c2c3c(sc2nc2n1CCC2)CCCC3 | -5 | 0.0 | -1.7 | -4 | 3 | 3 | -2 | -1
8 | O=C(Nc1ccc(CN2CCOCC2)cc1)c1ccc(N2CCCC2)c([N+](=O)[O-])c1 | 13 | 0.1 | ? | 2 | . | . | 3 | 8
9 | O=S(=O)(NCc1ccccc1)c1ccccc1NCc1ccc(Cl)cc1 | 5 | -0.1 | -1.2 | 18 | -3 | 4 | . | -2
10 | O=C(O)C[C@@H]1C=C[C@@H](NC(=O)Nc2cc(F)ccc2F)[C@H](CO)O1 | -11 | 0.4 | -2.7 | 7 | -3 | -2 | 3 | -2
11 | Cc1cccc(-c2nnc(C(C)Nc3cccc(C(=O)NC4CC4)c3)o2)c1 (stereo unspecified) | -52 | -0.1 | 1.8 | 3 | -9 | 25 | -1 | .
12 | CCOC(=O)N1CCN(C(=O)c2ccc(Cl)c(S(=O)(=O)N3CCCC3)c2)CC1 | -5 | 0.0 | -0.9 | 1 | 4 | -4 | 1 | -1
13 | C=CC[C@@H](CC(=O)OC(C)(C)C)C(=O)OC[C@@H]1CCCN1C(=O)[C@@H](CC=C)CC(=O)N[C@H](CO)Cc1ccccc1 | -2 | -0.2 | 3.7 | -23 | 8 | -2 | 0 | 9
14 | OCCC1CN(CC#Cc2ccccc2)CCN1C1CCCC1 (stereo unspecified) | -9 | -0.1 | 0.8 | 4 | -12 | 2 | . | -1
15 | Cc1cc(C)cc(N2C(=O)CS(=O)(=O)C2c2ccccc2)c1 (stereo unspecified) | 16 | . | 1.2 | . | -12 | . | 1 | -2
16 | CS(=O)(=O)Nc1ccc2c(c1)[C@@H]1C[C@@H](CC(=O)NCc3ccncc3)O[C@H](CO)[C@@H]1O2 | 9 | 0.2 | -4.8 | 24 | 1 | -6 | 1 | 5
17 | CSc1nc2nc3c(c(=O)n2[nH]1)CN(Cc1ccccc1)CC3 | -8 | . | . | 5 | -3 | 7 | -9 | .
18 | CCS(=O)(=O)N1CCC(C(=O)Nc2cccc(F)c2)CC1 | -11 | 0.1 | -1.6 | 10 | -6 | -1 | -2 | 0
19 | C/C=C/c1cnc2c(c1)C(=O)N([C@@H](C)CO)C[C@H](C)[C@H](CN(C)C(=O)c1cccnc1)O2 | -10 | -0.3 | 1.1 | 1 | 3 | 5 | 4 | -2
20 | Cc1ccc(NS(=O)(=O)c2cccs2)cc1S(=O)(=O)N1CCCCCC1 | -44 | 0.0 | -0.8 | -20 | . | . | 2 | 4
21 | COc1cc(S(=O)(=O)NCC2CCCO2)ccc1Br (stereo unspecified) | . | . | . | 22 | 10 | -9 | . | 21
22 | CCOC(=O)C(=CNc1ccc(NC2=NCC(C)S2)cc1)C(=O)OCC (stereo unspecified) | 4 | -0.1 | . | . | -6 | . | -1 | 4
23 | COc1ccc(N(CC(=O)Nc2cccc(F)c2)S(=O)(=O)c2c(C)[nH]c(=O)[nH]c2=O)cc1 | -8 | 0.3 | 0.2 | 6 | -10 | -6 | 2 | 4
24 | CCC(C)OC(=O)C[N+](C)(C)CCOC1CC2CCC1(C)C2(C)C (stereo unspecified) | -4 | 0.0 | -0.1 | -15 | 17 | . | 2 | -4
25 | Cc1cccc(C)c1N1CCN(S(=O)(=O)c2ccccc2)CC1 | -2 | -0.2 | -3.0 | 13 | . | . | 3 | -4

# Carrying on.
no. | smiles | RAD52 inh | XiGFP reactiv | F508del corr | INS-1E GSIS act | RAD54 branch | esBAF inh | ERAP1 inh | ARNT-TACC3 inh
26 | COC(c1ccccc1)c1nnc(CCC(=O)N(C)Cc2cccc(-n3cccn3)c2)o1 (stereo unspecified) | -16 | 0.2 | 1.5 | 10 | -2 | -3 | 1 | -5
27 | Cc1ccc([N+](=O)[O-])c(C(=O)N/N=C/c2cccs2)c1 | -16 | -0.1 | -0.7 | -1 | . | . | 7 | 2
28 | CCCCn1c(=O)[nH]c(=O)c2c1nc(-c1cc(Br)ccc1OC)n2C | -15 | -0.1 | 1.7 | 4 | 7 | -4 | 0 | 0
29 | CCN(CC)C(=O)c1ccc(Cn2cc([N+](=O)[O-])cn2)o1 | -14 | 0.3 | -4.2 | 11 | . | . | -3 | .
30 | COCc1ccc(CN2CCC(N3CCC(C(=O)N4CCCC4)CC3)CC2)o1 | -13 | 0.0 | -2.1 | 12 | -23 | -6 | -3 | 2
31 | C=CC[C@H](CC(=O)N(CCO)Cc1ccccc1)C(=O)NC[C@H](OC(=O)[C@@H](CC=C)Cc1ccc(F)cc1)c1ccccc1 | -31 | 0.1 | 3.0 | -7 | 2 | 5 | . | 0
32 | COc1ccc(C(=O)CCN2CCC(C)CC2)cc1 | -14 | 0.1 | -3.8 | 4 | -1 | 2 | -1 | 10
33 | CCNC(=O)C1CCCN(C(=O)c2ccc(F)c(Cl)c2)CC1 (stereo unspecified) | -4 | 0.0 | 4.2 | 24 | -19 | 0 | 0 | .
34 | COc1ccc(-c2ccc([C@@H]3[C@H](CO)N4CCCCN(C(=O)c5ccc6c(c5)OCO6)C[C@@H]34)cc2)cc1 | 43 | 0.3 | -1.5 | -30 | -6 | 3 | -2 | 1
35 | COc1ccccc1C(=O)Nc1ccc(S(=O)(=O)N2CCC(C)CC2)cc1 | -3 | 0.2 | 2.0 | -12 | -5 | -12 | 1 | -22
36 | O=C(C[C@@H]1CC[C@H]2[C@@H](COC[C@H](O)CN2C(=O)c2ccccc2F)O1)NCc1ccc(Cl)cc1 | -39 | 0.1 | 1.8 | 2 | -3 | 1 | 0 | -2
37 | Cc1cc(C)n2nc(SCC(=O)N3CCC(C)CC3)nc2n1 | -21 | 0.0 | 3.9 | 11 | -5 | -3 | -2 | 0
38 | O=C(NNC(=O)c1ccccc1F)C1=NN(c2ccccc2)C(=O)CC1 | -4 | 0.1 | -1.3 | -2 | 7 | 1 | 0 | -5
39 | COc1cccc(S(=O)(=O)N(C)C[C@H]2OCc3cn(nn3)CCCC(=O)N([C@H](C)CO)C[C@H]2C)c1 | . | 0.1 | 3.8 | -1 | . | 0 | . | .
40 | CC1(C(=O)NCCC#N)CCN1C(=O)CC(c1ccccc1)c1ccccc1 (stereo unspecified) | -7 | -0.1 | -2.2 | 9 | -7 | -4 | 0 | .
41 | COc1cccc(N(C(=O)c2ccco2)C(C(=O)NC2CCCC2)c2ccc(N3CCOCC3)cc2)c1 (stereo unspecified) | -6 | -0.1 | -0.3 | -24 | 3 | 3 | 3 | 29
42 | CC(C)NC(=O)N(C)C[C@@H]1Oc2c(NC(=O)C3CCCCC3)cccc2C(=O)N([C@H](C)CO)C[C@@H]1C | 3 | 0.0 | -0.9 | 4 | -2 | -3 | -2 | -8
43 | COc1ccc(CSc2nc(O)cc(=O)n2CC(C)C)cc1F | -15 | 0.4 | 0.1 | . | 3 | -3 | -1 | -3
44 | C[C@@H](NC(=O)[C@@H]1[C@@H](CO)[C@@H]2Cn3c(ccc(-c4ccccc4F)c3=O)[C@H]1N2)c1ccccc1 | -2 | 0.2 | -1.7 | 5 | 7 | -3 | 2 | -3
45 | CCOc1ccc(NC(=O)COC(=O)CCN2C(=O)C3CC=CCC3C2=O)cc1OCC (stereo unspecified) | 6 | 0.5 | 0.9 | -21 | -7 | 1 | 0 | 18
46 | CCOc1ccc(C(=O)C(C)=O)c(OCC)c1 | -9 | 0.0 | 0.8 | -4 | 2 | 3 | 3 | -5
47 | Fc1ccc(CNCc2cccc(Br)c2)cc1 | -5 | 0.0 | 1.6 | 6 | 0 | -1 | 0 | -1
48 | Cc1ccc(N(C(=O)CNC(=O)c2ccco2)C(C(=O)NCC2CCCO2)c2ccccc2)cc1C (stereo unspecified) | -9 | -0.1 | 1.7 | -6 | 12 | 1 | 2 | -2
49 | COc1ccc(CN2C[C@H](O)COC[C@@H]3O[C@@H](CC(=O)NCc4ccccc4Cl)CC[C@H]32)cc1 | 9 | 0.2 | 0.3 | -6 | 7 | -1 | -2 | 2
50 | Cc1ccc(-c2ccc([C@@H]3[C@@H](CO)N4CCCCN(C(=O)c5ccc(F)cc5)C[C@@H]34)cc2)cc1 | -14 | -0.1 | -3.2 | 5 | -2 | 7 | -1 | 2

# Next section:
no. | smiles | RAD52 inh | XiGFP reactiv | F508del corr | INS-1E GSIS act | RAD54 branch | esBAF inh | ERAP1 inh | ARNT-TACC3 inh
51 | CN(C)C(=O)N1CCC(C(=O)N2CCCC(C(=O)c3ccc(C(C)(C)C)cc3)C2)CC1 (stereo unspecified) | 2 | 0.0 | . | -14 | . | . | -2 | .
52 | Cc1ccc(NC(=S)N2CCC(O)CC2)c(C)c1 | -22 | 0.3 | 1.2 | -3 | . | . | -5 | 4
53 | COC(=O)c1c(NC(=O)/C=C/c2ccc3c(c2)OCO3)sc(C)c1C | . | 0.2 | . | 10 | 4 | 14 | . | -4
54 | CCC(C)c1ccccc1NC(=O)c1cccnc1 (stereo unspecified) | -6 | . | -1.7 | 17 | 10 | 3 | 3 | -18
55 | COc1ccc(C(=O)c2cnc(C(C)C)n2C)cc1 | -20 | . | -1.7 | 11 | -6 | 19 | -1 | -12
56 | CC(=O)N(C)C[C@H]1OCc2ccccc2-c2ccccc2C(=O)N([C@@H](C)CO)C[C@@H]1C | -4 | -0.6 | -0.2 | 18 | -2 | -2 | -2 | -5
57 | FC(F)(F)c1cccc(N2CCCCC2)c1 | 0 | 0.1 | 4.0 | 1 | 4 | 5 | -7 | .
58 | Clc1cccc(N/N=C/c2ccncc2)c1 | . | -0.1 | . | -10 | 2 | . | . | 2
59 | O=[N+]([O-])c1ccc2oc(C(O)c3cccc(Cl)c3)cc2c1 (stereo unspecified) | -11 | 0.0 | 1.2 | -17 | -9 | -5 | 3 | 1
60 | CCC(c1nc2ccccc2[nH]1)n1c(C)nc2ccccc21 (stereo unspecified) | -1 | 0.4 | -3.7 | . | . | . | 4 | .
61 | C[C@@H]1CN([C@H](C)CO)C(=O)c2c(c3ccccc3n2C)-c2ccccc2CO[C@H]1CN(C)C(=O)NC1CCCCC1 | -2 | 0.2&0.3 | 0.0 | -13&2 | -23 | 9 | -3 | .
62 | Cc1c(NS(=O)(=O)c2ccc(C(=O)NCc3ccc(F)cc3)cc2)c(=O)n(-c2ccccc2)n1C | -13 | -0.1 | 0.2 | -6 | -4 | 0 | 0 | -3
